hcDAF-12 act = activators of H. contortus DAF-12 nuclear receptor. activation, % at 6.8 µM. actives 1.4% (n = 370,000). HEK293 hcDAF-12 lit1-tk-luc reporter, luminescence; 0% DMSO, 100% Δ7-dafachronic acid. AID 652067;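 active = activation above the mean of all tested compounds plus 3 SD, cut at about 5.5% in these data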;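 note: 100% = response to 3 µM Δ7-dafachronic acid high control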
DAX1 inh-1 = DAX1 (NR0B1) inhibition, primary screen; HEK293T StAR-luciferase reporter, SF-1/DAX-1 repression relief; inhibition, % at 6.8 µM; actives 1.1% (n = 370,000); AID 652010;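 active = inhibition above the mean over all tested compounds plus 3 SD, cut at about 3.6% in these data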;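 note: 0% = DAX-1 cells with DMSO and 100% = cells lacking DAX-1 with DMSO; higher inhibition means more luminescence from relief of DAX-1 repression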
PLCb3 inh = inhibitors of human phospholipase C beta3; actives 0.18% (n = 370,000); Q01970; Purified PLC-beta3, fluorogenic substrate, fluorescence; AID 720704; inhibition, % at 12.2 µM; in the data active = inhibition above about 11%;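 note: 0% = median of compound wells on plate and 100% = full blocker control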
hgDAF12 agonist = activates the H. glycines DAF-12 receptor ligand-binding domain; AID 687014; activation, % at 6.8 µM; HEK293 GAL4-hgDAF12 UAS-luciferase reporter, agonist luminescence; normalized to butyrate control; actives 1.8% (n = 370,000);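 active = activation above a cutoff set at the mean of all screened compounds plus 3 SD, cut at about 10% in these data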;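 note: 0% = DMSO wells and 100% = sodium butyrate wells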
sPLA2-III inh = Blocks human group III sPLA2 activity | QFRET BODIPY PC-A2 liposome hydrolysis, fluorescence | AID 743126 | inhibition, % at 12.2 µM | actives 0.56% (n = 370,000) | Q9NZ20;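 active = inhibition above mean plus 3 SD of compounds lying within the high and low control bounds, cut at about 19% in these data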;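 note: 0% = median of test compound wells and 100% = no enzyme DMSO wells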
Target sequence (Q9NZ20 whole entry, looked up): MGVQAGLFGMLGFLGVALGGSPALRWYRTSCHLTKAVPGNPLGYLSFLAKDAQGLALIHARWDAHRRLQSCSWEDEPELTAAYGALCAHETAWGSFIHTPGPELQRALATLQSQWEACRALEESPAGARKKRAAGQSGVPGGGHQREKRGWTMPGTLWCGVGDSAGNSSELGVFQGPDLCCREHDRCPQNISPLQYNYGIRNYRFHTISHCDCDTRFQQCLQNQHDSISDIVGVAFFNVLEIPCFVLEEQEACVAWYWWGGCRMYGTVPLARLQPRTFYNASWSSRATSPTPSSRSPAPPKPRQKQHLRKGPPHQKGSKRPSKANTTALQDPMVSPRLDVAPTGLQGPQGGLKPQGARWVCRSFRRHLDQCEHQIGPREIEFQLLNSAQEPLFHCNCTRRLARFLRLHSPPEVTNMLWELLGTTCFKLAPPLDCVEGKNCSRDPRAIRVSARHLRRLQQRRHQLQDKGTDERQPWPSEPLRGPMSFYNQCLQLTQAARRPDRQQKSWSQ
ADAM10 inh = inhibitors of human ADAM10 | O14672 | recombinant ADAM10, EDANS/DABCYL FRET peptide cleavage, 3 h | inhibition, % at 7 µM | actives 0.62% (n = 370,000);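 active = inhibition above a per-campaign cutoff equal to the mean of compounds falling between control-based bounds plus 3 SD, cut at about 20% in these data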;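 note: 0% = DMSO wells while the 100% control is not disclosed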
PLCg1 inh = PLC-gamma1 (human) inhibition, primary screen; inhibition, % at 12.2 µM; actives 0.84% (n = 370,000); P19174; AID 720700; purified PLC-gamma1, fluorogenic substrate, fluorescence; in the data active = inhibition above about 9.5%
DAX1 inh-2 = inhibits human nuclear receptor DAX1; actives 0.99% (n = 340,000); P51843; inhibition, % at 6.75 µM; AID 504766; HEK293 Gal4-DAX1 luciferase reporter, luminescence;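 active = inhibition above the mean over all tested compounds plus 3 SD, cut at about 4.2% in these data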;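 note: 0% = DAX1-transfected cells with DMSO and 100% = empty-vector control cells with DMSO; inhibition shows as a rise in luminescence from relieved DAX1 repression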
Target sequence (P51843 207-470 limits assumed): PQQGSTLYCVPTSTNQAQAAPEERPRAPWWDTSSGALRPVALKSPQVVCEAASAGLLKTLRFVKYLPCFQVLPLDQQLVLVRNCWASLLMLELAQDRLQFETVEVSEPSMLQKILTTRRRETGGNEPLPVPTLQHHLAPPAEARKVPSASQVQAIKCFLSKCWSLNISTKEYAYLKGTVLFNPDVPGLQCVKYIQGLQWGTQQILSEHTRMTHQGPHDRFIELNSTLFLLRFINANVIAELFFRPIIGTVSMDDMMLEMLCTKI
ADAM17 inh = inhibits human ADAM17; P78536; recombinant ADAM17, EDANS/DABCYL FRET peptide cleavage; inhibition, % at 6.95 µM; actives 0.83% (n = 370,000);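 active = inhibition above the mean of compounds lying between control limits plus 3 SD, set per campaign, cut at about 8.5% in these data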;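 note: 0% = DMSO-only wells as the low control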
ssDAF-12 act = activates DAF-12 receptor from parasite S. stercoralis. HEK293 ssDAF-12/GRIP1 lit1-tk-luc reporter, luminescence; % of 3 µM dafachronic acid response. activation, % at 6.8 µM. actives 1% (n = 370,000). AID 652126;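 active = activation above the mean over all tested compounds plus 3 SD, cut at about 0.9% in these data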;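 note: 0% = DMSO-only wells and 100% = 3 µM delta7-dafachronic acid wells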
FXN GAA850 act = activators of GAA850 frataxin (FXN) promoter. actives 0.56% (n = 360,000). HEK293 lucGAA850 FXN promoter luciferase reporter, 24 h; percent of 10 µM SAHA response. activation, % at 6 µM;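 active = activation above the average of all compounds screened plus 3 SD, cutoff fixed separately per campaign, cut at about 7.5% in these data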;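 note: 0% = DMSO wells and 100% = 10 µM SAHA wells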
* hit, by the source's call; i = inactive; nt = not tested or not shown. Compounds as they come. About 6.9% of those tested had a hit in this group.

Sequence of screens: hcDAF-12 act, DAX1 inh-1, PLCb3 inh, hgDAF12 agonist, sPLA2-III inh, ADAM10 inh, PLCg1 inh, DAX1 inh-2, ADAM17 inh, ssDAF-12 act, FXN GAA850 act
- Cc1ccc(CN2CCN(Cc3cn(C)nc3C)CC2CCO)o1 (stereo unspecified)
    1.6, -0.2, 1, -0.2, 2, 3, 1, 0.7, -1, -1.6, -0.5
- O=C(CSc1nc(C2CC2)n(-c2ccccc2)n1)NCc1ccco1
    -0.8, -0.5, -4, -3.3, 11, -2, 0, -1.0, -5, -1.5, 1.8
- CC(/C=C\C=C\c1ccccc1)=N\NC(=O)c1cncc(Br)c1
    -0.2, -0.1, -1, 1.3, -4, 1, 0, -0.4, 6, -0.2, 1.3
- O=C(CSc1nnnn1-c1ccc2c(c1)CCC2)NCc1cccs1
    1.7, 0.0, -1, 1.6, -9, 4, -2, 0.3, -5, -1.9, 3.5
- O=C(CSc1nc(-c2ccco2)cc(C(F)(F)F)n1)NCC1CCCO1 (stereo unspecified)
    -2.0, -0.1, -10, -2.6, 2, -32, -10, -0.2, -16, -0.9, 0.6
- N#C/C(=C(/O)c1ccc(Cl)cc1)c1nc2ccccc2[nH]1
    -0.1, -0.3, -8, 0.6, -4, -2, -3, 0.1, -3, -0.7, 1.1
- COC(=O)c1ccc2nc(-c3ccc(F)cc3)c(Cc3cccc(Cl)c3)n2c1
    2.7, 2.2, -24, 4.6, 4, -38, -18, nt, -12, 0.7, nt
- COc1ccc(CN(CCC(c2ccco2)C(C)C)C(C)=O)cc1OC (stereo unspecified)
    -1.9, 0.2, -9, 0.4, -9, -1, -1, 0.0, -4, -1.2, 1.5
- COCCn1c(SCC(=O)Nc2nnc(C)s2)nnc1-c1ccncc1
    -2.9, 0.1, 4, -0.5, 2, -3, 2, 1.9, -3, -1.4, -2.9
- CCOC(=O)[C@H]1[C@H]2COc3ccc(Cl)cc3[C@@H]2N2C(=O)c3ccccc3NC(=O)[C@@]12C
    -0.8, -0.6, 3, 1.8, 5, 11, 8, -1.1, -1, -1.0, -8.1
- CC(/C=N/NC(=O)c1nnn(-c2nonc2N)c1CN1CCCCC1)c1ccccc1 (stereo unspecified)
    -1.4, -0.5, 0, 2.8, -9, -5, 3, -0.1, -1, -1.5, 0.1
- CCCc1nc2oc3c(OCC)ncnc3c2c2c1COC(C)(C)C2
    -1.2, -0.2, 3, -0.7, 4, -3, 2, -1.0, -5, -1.1, 1.7
- CCOC(=O)N1CCN(C(c2cccnc2)c2ccc3cccnc3c2O)CC1 (stereo unspecified)
    -2.1, -0.3, -5, -1.6, 3, -1, -11, 1.4, -2, -1.4, 4.9
- NC(=O)CSc1ncnc2c1nnn2Cc1ccc(F)cc1
    -0.8, 1.4, -3, 0.9, 11, -2, 2, -0.8, 3, -2.0, 2.3
- O=C1CCCCC/C1=N/Nc1ccc(OCc2ccccc2)cc1
    0.5, 0.3, -10, 0.8, 2, -4, 1, 1.9, -4, -0.8, 3.3
- CCNC(=O)C1(C)CCCN(Cc2csc(-c3ccc(Cl)cc3)n2)C1 (stereo unspecified)
    -2.6, -0.6, -1, 1.0, -1, -6, 0, nt, -3, -1.4, -0.6
- CCN(c1ccc(NC(=O)c2ccc(N3CCCC3=O)cc2)cc1)C(C)C
    -4.4, -7.0, -6, -5.5, 6, 2, -7, -3.6, -1, -1.6, -2.9
- Cc1ccc2c(NC(=S)NC(=O)c3ccccc3)cccc2n1
    3.5, -2.3, -34, -0.4, -5, 7, -20, -0.3, -2, -0.7, 2.1
- C=CCOc1c2ccc(C(=O)NC3CCCc4ccccc43)cc2nn1C (stereo unspecified)
    -1.0, 0.4, i, -1.0, -1, -304, i, 0.3, -76, -1.1, 3.1
- CN1CCc2c(sc3c2c(=O)n(-c2cccc(Cl)c2)c2nncn32)C1
    -1.0, 0.2, -16, 0.1, 2, -18, -12, 2.8, -8, -1.6, 0.0
- O=C(COc1ccccc1Br)NCc1ccccn1
    0.3, 1.1, -1, 3.1, 0, -7, 1, 0.2, -3, -1.4, 3.3
- O=Cc1ccc(OC(=O)c2cccnc2)cc1
    -0.1, -0.3, 6, 1.4, 10, 2, 4, 1.0, -1, 0.0, -0.8
- Cc1cnc(NC(=O)C2CC=CCC2)s1 (stereo unspecified)
    -2.5, -0.6, -4, -0.1, 3, -3, 0, -1.5, -2, -1.6, -4.5
- Cc1ccccc1NC(=O)C1CCN(S(=O)(=O)c2cccs2)CC1
    -1.0, -0.5, -2, -0.4, 3, -6, 2, -0.4, 0, -1.3, 0.8
- N#CCC(=O)NC1CCC(CC2CCC(NC(=O)CC#N)CC2)CC1 (stereo unspecified)
    -0.3, -0.7, -6, 0.8, -24, -2, 0, 0.6, -1, -0.7, 1.1
- Cc1ccc(CN2C(=O)c3ccccc3C2c2nnnn2-c2c(C)cccc2C)cc1 (stereo unspecified)
    -2.8, 0.3, 1, -6.0, -11, 1, 5, nt, -1, -0.9, nt
- CC1Cc2ccccc2N1C(=O)COC(=O)Cn1nnc(-c2ccccc2)n1 (stereo unspecified)
    -0.7, -0.8, -4, 1.6, -20, 2, -3, 1.4, -2, -0.8, -1.8
- COc1cc(S(=O)(=O)n2ccnc2)ccc1Br
    2.1, 0.0, 2, -1.2, -1, -3, 1, 2.6, 2, -0.2, 2.5
- CCN(C(=O)C1CC1)C1CCS(=O)(=O)C1 (stereo unspecified)
    -1.6, -1.3, -4, -0.6, 7, -5, 2, 0.9, -5, -1.2, 1.5
- COc1ccc(-n2[nH]c(C)cc2=O)cc1
    -0.5, -0.3, 6, 1.1, 0, 5, 7, 0.1, 0, -1.1, -2.2
- Cc1cccc(/C=N/NC(=O)c2ccc(Br)cc2)c1
    4.1, 1.8, -5, 12*, 19, -12, -6, 2.2, -3, -0.2, 3.7
- O=C(Oc1ccc(=O)n(-c2ccccc2)n1)c1ccc(F)cc1
    -1.1, -0.6, -2, 1.5, 2, -4, 1, 2.3, -2, -1.2, -0.4
- COc1ccc(NC(=O)CSc2nc3sc4c(c3c(=O)n2-c2ccc(OC)cc2)CCN(C)C4)cc1
    2.5, -0.4, -37, 1.6, -2, -15, -21, 1.8, -5, -0.6, 2.6
- O=C(N/N=C/c1ccc([N+](=O)[O-])cc1)c1ccc(NS(=O)(=O)c2cccs2)cc1
    -0.1, -1.5, 0, -2.3, -11, 7, 7, -1.5, -2, -0.5, 0.1
- O=C(c1cc(-c2cccs2)nc2ccccc12)N1CCN(S(=O)(=O)c2ccccc2)CC1
    -1.7, -0.8, -347, 0.6, -10, i, -232, -1.9, -207, -1.1, -3.5
- CN(C(=O)c1cccc(NC(=O)Cc2ccc(NC(=O)C3CCCN(C(=O)C4CCCC4)C3)cc2)c1)C1CCC1 (stereo unspecified)
    -1.7, -0.6, 0, 4.8, -13, -7, 3, -1.4, 1, -1.1, 0.0
- O=C(NC1CCCCC1)c1cc([N+](=O)[O-])ccc1N1CCCCC1
    -2.3, -0.4, 0, 0.5, -1, -7, -1, 1.1, -3, -1.6, 1.8
- CCOC(=O)c1cc(-c2ccc3c(c2)OCCO3)nc2c1c(C)nn2CCC#N
    -2.7, -1.1, -408, 0.8, -8, -125, -328, -1.4, -37, -1.7, 1.6
- Cc1c(C(=O)O)sc(S(=O)(=O)N2CCNCC2)c1C(=O)O
    0.1, 0.1, -6, 0.0, 7, 4, 5, nt, -2, -1.1, nt
- O=C(c1ccco1)N1CCC(N2CCN(c3ccccc3)CC2)CC1
    -0.8, 0.0, -20, 1.1, 2, -61, -9, nt, -20, -1.5, 0.1
- O=C(C1CC1)N1CCc2cc(S(=O)(=O)NCCC3=CCCCC3)ccc21
    -1.3, -1.4, -3, -1.8, -21, 3, 1, 1.7, -1, -1.1, 0.4
- O=c1c2ccccc2nc2c3ccccc3c3nncn3n12
    0.7, 0.7, 0, 2.8, 4, -8, -3, 0.0, -4, -1.0, 2.1
- COC(=O)CC/C(O)=C1\C(=O)CC(C)(C)CC1=NCCc1nc2ccccc2[nH]1
    0.0, -0.4, 0, 1.3, 2, 0, -2, -0.9, -1, -1.0, 0.3
- CC1CCCCN1CCNC(=O)c1cc2c(=O)n(C)c3ccccc3c2n1C (stereo unspecified)
    5.3, 0.4, -17, 3.6, -2, -62, -15, 3.3, -15, -0.4, 3.2
- COc1cccc(CC(=O)N2CCN(C(=O)C(=O)c3ccc(OC)c(OC)c3)CC2)c1
    0.2, 0.5, -1, -2.4, 9, -13, 2, nt, -4, -0.6, nt
- COc1ccc(OC)c(S(=O)(=O)CC(O)CS(=O)(=O)c2ccccc2)c1 (stereo unspecified)
    -1.1, -1.0, -10, -1.4, 1, 14, 1, 0.3, -4, -1.2, 0.9
- Cc1c(Cl)cccc1NC(=O)c1ccccc1-c1ccccc1C(=O)O
    -0.8, 0.5, -8, -1.2, -4, -1, -1, 1.3, -1, -1.0, 0.3
- CC1Cc2cc(C(=O)O)ccc2O1 (stereo unspecified)
    -0.3, 0.4, 2, 0.9, 0, 2, 1, 1.7, -6, -0.9, 1.6
- O=C(Nc1ccccc1)OCc1ccccn1
    -0.3, -0.2, 1, 2.4, 2, 9, 5, -1.2, -3, -0.6, 4.6
- CC(C)OC(=O)CN1C(=O)C(C)(C)Oc2ccc(C(=O)NC(C)(C)C)cc21
    0.0, 0.5, 3, -0.6, 5, -10, 1, -0.3, 1, -1.2, 1.1
- C#CCOC(=O)c1ccccc1C(=O)n1nnc2ccccc21
    -0.7, 0.7, 2, -1.9, 0, 5, 1, 0.5, -4, -0.7, -3.3
- CC1CN(CC(=O)Nc2ccccc2Sc2ccccc2)CC(C)O1 (stereo unspecified)
    -2.3, -1.0, 3, -1.9, 9, 5, 3, -0.7, -2, -1.8, 2.9
- Cc1ccc(NC(=O)c2ccc(OC(=O)COc3ccc(Cl)c(C)c3)cc2)cc1
    3.9, 2.7, -4, 13*, 6, -2, -3, 1.2, 2, -0.5, 3.6
- COc1ccc2cc(C#N)c(N3CCN(Cc4nnnn4CCC(C)C)CC3)nc2c1
    -0.9, -0.2, -4, 1.3, -2, -13, -1, 2.2, -3, -0.5, 2.0
- Cc1ccc(S(=O)(=O)Nc2ccccc2N=Cc2ccc([N+](=O)[O-])cc2[N+](=O)[O-])cc1
    0.3, -1.2, 3, -1.0, -11, -3, 3, -0.1, 4, -1.2, 1.5
- COc1ccc(C(=O)NCc2nnc(SCC(=O)NC3CCCCC3)n2C)cc1
    -1.3, 0.2, -3, 0.1, 3, -7, 0, -0.2, 0, -1.4, 0.6
- Cc1cccc(-n2nc3c(c2NC(=O)c2cc4ccccc4o2)CS(=O)(=O)C3)c1
    1.5, 0.3, 1, -1.0, -6, 0, 3, 0.6, 2, -0.3, 0.9
- CCOc1cc(CN2CCN(c3cccc(C(F)(F)F)c3)CC2)ccc1O
    1.6, -0.1, 6, 2.8, -9, 9, 9.7*, 0.6, 7, -1.4, 3.7

Screening results deposited in PubChem by The Scripps Research Institute Molecular Screening Center.
